IDE cell activ – human IDE activators in live cells, primary screen, fluorescence polarization, HEK cells, FAbeta-B substrate; Insulin-degrading enzyme (Homo sapiens), P14735; FAbeta-B cleavage; 0% vehicle, 100% cell-free pure enzyme wells; activation, % at 5.96 µM; 340,000 tested, 0.073% active; AID 493087, 2011;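 active means activation above the mean of all tested compounds plus 3 SD, set per screening campaign, cut at about 17% in these data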
Target sequence (P14735 whole entry, looked up): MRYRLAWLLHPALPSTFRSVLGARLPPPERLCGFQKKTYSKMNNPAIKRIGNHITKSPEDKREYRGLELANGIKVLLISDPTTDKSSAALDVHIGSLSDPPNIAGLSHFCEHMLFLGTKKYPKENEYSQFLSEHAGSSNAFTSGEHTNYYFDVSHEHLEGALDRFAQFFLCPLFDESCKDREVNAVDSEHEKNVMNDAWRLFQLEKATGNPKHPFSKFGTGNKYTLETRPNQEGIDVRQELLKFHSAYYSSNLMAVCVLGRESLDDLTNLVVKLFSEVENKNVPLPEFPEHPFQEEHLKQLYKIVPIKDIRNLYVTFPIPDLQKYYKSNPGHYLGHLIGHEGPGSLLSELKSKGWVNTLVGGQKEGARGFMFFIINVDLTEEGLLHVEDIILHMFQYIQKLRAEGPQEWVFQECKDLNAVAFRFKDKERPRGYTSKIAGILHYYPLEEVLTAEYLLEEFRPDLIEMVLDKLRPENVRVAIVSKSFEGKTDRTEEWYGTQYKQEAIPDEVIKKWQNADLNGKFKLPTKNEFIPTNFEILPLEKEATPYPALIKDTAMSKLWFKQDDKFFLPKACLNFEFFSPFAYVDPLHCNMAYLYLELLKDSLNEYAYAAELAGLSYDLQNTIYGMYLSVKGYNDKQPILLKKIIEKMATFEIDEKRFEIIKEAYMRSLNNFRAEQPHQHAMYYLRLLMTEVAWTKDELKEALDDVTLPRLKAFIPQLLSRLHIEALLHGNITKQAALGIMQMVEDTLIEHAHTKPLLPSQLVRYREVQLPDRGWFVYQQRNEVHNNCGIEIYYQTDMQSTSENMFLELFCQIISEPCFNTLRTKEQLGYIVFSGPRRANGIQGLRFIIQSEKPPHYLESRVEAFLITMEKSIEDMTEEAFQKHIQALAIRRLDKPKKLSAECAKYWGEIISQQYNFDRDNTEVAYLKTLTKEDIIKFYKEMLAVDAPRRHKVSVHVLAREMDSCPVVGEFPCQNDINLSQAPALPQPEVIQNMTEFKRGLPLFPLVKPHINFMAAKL
IDE cell inh – human IDE inhibitors in live cells, primary screen, fluorescence polarization, HEK cells, FAbetaB substrate. Insulin-degrading enzyme (Homo sapiens), P14735. FAbetaB cleavage. inhibition, % at 5.59 µM. 320,000 tested, 0.41% active. AID 434962, 2010;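 active means percent inhibition above the average of all tested compounds plus 3 SD, set per screening campaign, cut at about 16% in these data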;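 further: IDE supplied by intact live HEK cells; FP after avidin binding of uncleaved biotin substrate so inhibition keeps polarization high; 0% = DMSO wells and 100% = 60 µM reference IDE inhibitor Ii1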
Numbers without * were called inactive.

IDE cell inh,IDE cell activ,structure
1,3,O=C(COC(=O)Cc1ccc([N+](=O)[O-])cc1)NC1CCCCCC1
5,4,COc1ccc(OCCCC(=O)OCC(=O)c2ccc3c(c2)NC(=O)CO3)cc1
-5,4,CN(CC(=O)Nc1ccc(F)cc1)C(=O)C1CCN(C(=O)Nc2ccccc2)CC1
-2,0,Cc1ccc(S(=O)(=O)N2CCCCC2)cc1NC(=O)CN1C(=O)c2ccccc2S1(=O)=O
3,0,CCC1CCCCN1C(=O)COc1ccc2c3c(c(=O)oc2c1)CCC3 (stereo not drawn)
9,-5,Cc1cccc(OCC(=O)Nc2nc(-c3ccncc3)cs2)c1
4,-1,Cc1ccc(NC(=O)NC(=O)CN2CCCC2c2ccc3c(c2)OCCO3)cc1C (stereo not drawn)
-2,4,N#CC1(NC(=O)COc2ccccc2[N+](=O)[O-])CCCCC1
-2,1,CCOc1ccccc1NC(=O)COc1coc(CN2CCCc3ccccc32)cc1=O
-5,4,O=C(CCNC(=O)c1ccccc1)Nc1nc2ccccc2s1
5,3,CC(C)Cn1c(N)c(C(=O)COC(=O)c2cc(S(=O)(=O)N3CCOCC3)ccc2Br)c(=O)n(C)c1=O
6,2,COc1ccccc1C(=O)NC(=O)COC(=O)C1CC1
2,-4,Cc1ccc(S(=O)(=O)Nc2ccc3c(c2)CC(=O)N([C@H](C)CO)C[C@@H](C)[C@H](CN(C)Cc2ccc(-c4ccccc4)cc2)O3)cc1
2,0,CN(C(=O)CSCC(=O)Nc1ccc(Cl)cc1)C1CCCCC1
8,-10,Cc1ccc(C(=O)NCC(=O)OCc2c(F)cccc2Cl)s1
-3,2,Cc1ccc(S(=O)(=O)NCCC(=O)NCC(c2cccs2)N(C)C)cc1 (stereo not drawn)
2,-3,COC(=O)c1ccc(C)c(NC(=O)Cn2c(C)csc2=O)c1
0,1,O=C(c1ccccc1)N1CCN(c2ccc(N3CCOCC3)nn2)CC1
4,3,C=C[C@@H]1c2cccc(C)c2N(S(=O)(=O)c2ccc(C)cc2)[C@H](c2ccc(OC(C)=O)cc2)C1(C#N)C#N
-2,5,Fc1ccc2cnc(-c3ccccc3)c(-c3cccc(C(F)(F)F)c3)c2c1
-1,-5,Cn1c(SCC(=O)NCc2ccc(F)cc2)ncc(C(=O)Nc2ccccc2)c1=O
2,3,N#CCC(=O)Nc1ccc(C(=O)OCC(=O)NNC(=O)c2cccs2)cc1
-2,-2,C#CCOCCOCCOCCNc1nc(N2CCN(C(=O)[C@H](CC(N)=O)n3cc([C@@H](N)C(C)C)nn3)CC2)nc(N2CCN(C(=O)[C@H](CC(N)=O)n3cc([C@@H](N)C(C)C)nn3)CC2)n1
8,1,O=C(COC(=O)c1cnccn1)Nc1cccc(F)c1
2,-9,Cc1ccc(C(=O)N/C(=C\c2ccccc2)C(=O)NCc2ccncc2)cc1
3,2,CC1=CCC[C@H]2[C@H](C1)C(=O)C[C@@H](C)[C@]2(C)CC/C(=C/CO)CO
-3,7,COc1cc2c(-c3ccccc3)c(C)oc2cc1/C=N/NC(N)=S
1,9,Cc1c(NS(=O)(=O)c2cc(C(=O)NCC3CCCO3)cc(Cl)c2Cl)c(=O)n(-c2ccccc2)n1C (stereo not drawn)
1,1,CC(C)(C)c1ccc(NC(=O)CN2C(=O)NC(C)(C3CC3)C2=O)cc1 (stereo not drawn)
1,9,CC1CC(C)CN(C(=O)C(Cc2ccccc2)NC(=O)c2ccccc2)C1 (stereo not drawn)
-3,1,O=C(Nc1ccc(S(=O)(=O)N2CCCCC2)cc1)c1ccc(Cl)nc1
4,-1,COc1ccc(N2CCN(S(=O)(=O)c3cc4c5c(c3)C(C)C(=O)N5CCC4)CC2)cc1 (stereo not drawn)
-4,3,O=C(Cc1ccc(S(=O)(=O)N2CCOCC2)s1)Nc1cc(C(F)(F)F)ccc1N1CCCC1
3,3,CCN(CC(=O)Nc1c(F)cccc1F)C(=O)C1CCN(S(=O)(=O)c2ccc(C)c(C)c2)CC1
-6,2,N#Cc1ccccc1OCC(=O)OCC(=O)NC1CCS(=O)(=O)C1 (stereo not drawn)
2,-2,Cn1c(N)c(C(C[N+](=O)[O-])c2ccccc2Cl)c(=O)n(C)c1=O (stereo not drawn)
-1,0,CC(=O)c1ccc(N2CCN(C(C)C(=O)Nc3ccc4c(c3)OCCO4)CC2)cc1 (stereo not drawn)
4,-4,CC(OC(=O)/C(C#N)=C/c1ccc(N(C)C)cc1)C(=O)NCc1ccco1 (stereo not drawn)
2,3,CCN(CC(=O)Nc1c(F)cccc1F)C(=O)CCNC(=O)c1ccccc1OC
2,4,CCOC(=O)[C@H]1[C@H]2COc3ccc(Cl)cc3[C@@H]2N2C(=O)CN(Cc3ccco3)C(=O)[C@@]12C
-3,-3,CCOC(=O)C1CCCN(C(=O)c2ccc(C(=O)c3ccccc3)cc2)C1 (stereo not drawn)
1,5,Cc1ccc(Oc2ccccc2NC(=O)C2=COCCO2)cc1
6,-2,COc1cc(OC)cc(C(=O)N[C@H](C(=O)NNC(=O)c2ccc(Br)cc2)C(C)C)c1
-2,-1,CCCCCCCC1c2c(c(C)c(C)oc2=O)Oc2c(C)c(C)oc(=O)c21
-2,4,CC(Sc1nnc(Cc2ccccc2)o1)C(=O)NC1(C#N)CCCCC1 (stereo not drawn)
1,4,CCC(NC(=O)CCC(=O)N1CCN(S(=O)(=O)c2ccc(C)cc2)CC1)c1ccc(C)cc1 (stereo not drawn)
8,2,CC(C)Cn1c(N)c(C(=O)COC(=O)c2c(O)c(Cl)cc(Cl)c2Cl)c(=O)n(C)c1=O
-3,0,COc1ccc(Cl)cc1NC(=O)CN(C)C(=O)c1cc(C)oc1C
3,1,Cc1cccc(-n2nnnc2SCC(=O)NC2CCCC2)c1
-3,6,Cc1ccc(S(=O)(=O)N2CCCCC2)cc1NC(=O)CCN1C(=O)C2CC=CCC2C1=O (stereo not drawn)
-5,3,CSCCC(NC(=O)c1ccco1)C(=O)N1CCN(c2ccccc2O)CC1 (stereo not drawn)
-1,6,CCOCCCNCC(=O)Nc1cc(S(=O)(=O)N2CCOCC2)ccc1N1CCOCC1
1,-2,CCn1cnc2c(Nc3cccc(Cl)c3)nc(C#N)nc21
-3,4,CN(C)S(=O)(=O)c1ccc(Cl)c(C(=O)OCC(=O)NNC(=O)c2cccs2)c1
4,3,Cc1ccc(S(=O)(=O)N(C)C[C@@H]2Oc3c(NS(C)(=O)=O)cccc3C(=O)N([C@H](C)CO)C[C@@H]2C)cc1
-3,6,C=CCN1C(=O)c2ccc(C(=O)OCC(=O)Nc3ccccc3OC)cc2C1=O
-1,5,Cc1cc(C)cc(C(=O)NCC(=O)NNC(=O)CSc2ccccc2F)c1
-4,0,COC(=O)c1cccc(Oc2nc3c(c(=O)n(C)c(=O)n3C)n2Cc2ccc(C)cc2)c1
-3,3,COc1ccc(C(=O)c2c3ccc(OC)cc3[n+]([O-])n2CCCC(N)=O)cc1
0,2,CS(=O)(=O)c1ccc(NC(=O)c2cccc(-n3cnnn3)c2)cc1

Later entries.
IDE cell inh,IDE cell activ,structure
5,2,O=C(COC(=O)COc1cccc(Br)c1)NCc1ccc2c(c1)OCO2
1,4,C#CCOCCOCCOCCNc1nc(N2CCN(C(=O)[C@H](CC(N)=O)n3cc(C(N)[C@@H](C)CC)nn3)CC2)nc(N2CCN(C(=O)[C@H](CCC(=O)O)n3cc([C@@H](N)CCCCN)nn3)CC2)n1 (stereo partly drawn)
4,-4,N#CCN(C(=O)COC(=O)C1CC2CCCC(C1)C2=O)c1ccccc1 (stereo not drawn)
6,6,CC(NC(=O)c1cccc(S(=O)(=O)N2CCc3ccccc3C2)c1)c1ccco1 (stereo not drawn)
1,-1,CN(C)c1ccc(C(=O)OCC(=O)Nc2cccc(S(=O)(=O)N3CCCC3)c2)cc1
-2,-2,O=C1c2ccccc2C(=O)N1CCCCCCc1ccccc1
2,1,O=C(OCC(O)CO)c1ccccc1Nc1ccnc2cc(Cl)ccc12 (stereo not drawn)
-2,4,O=C(NCc1ccccn1)c1cccc(NS(=O)(=O)c2ccccc2)c1
0,8,CCOc1ccccc1C(=O)OCC(=O)NCCc1ccc(OC)cc1
-6,-1,COc1ccc(Cl)cc1C(=O)NNC(=O)COC(=O)c1cccs1
8,-1,Cc1ccc(S(=O)(=O)N2CC(=O)N3CCN(CCN)C3C2)cc1 (stereo not drawn)
8,4,COc1ccc(NC(=O)CSc2ccc3c(c2)OCCO3)cc1S(N)(=O)=O
4,2,CN(C(=O)COC(=O)c1c2c(nc3ccccc13)CCCC2)c1c(N)n(Cc2ccccc2)c(=O)[nH]c1=O
5,3,N#Cc1ccc(OCC(=O)Nc2ccc3[nH]c(=O)[nH]c3c2)cc1
2,2,Cc1ccccc1C(=O)N1CCC(C(=O)OCC(=O)Nc2cccc([N+](=O)[O-])c2C)CC1
1,0,COc1ccc(NC(=O)CNc2ccccc2N2CCCC2=O)cc1S(=O)(=O)N1CCOCC1
-1,-2,O=C(COC(=O)c1ccccc1O)Nc1cc(S(=O)(=O)N2CCCCCC2)ccc1Cl
0,5,CCCCn1c(N)c(N(CC(C)C)C(=O)C2CCCO2)c(=O)[nH]c1=O (stereo not drawn)
3,-3,CCCCCCCNC(=O)C1(CC2CC(c3cccc(Br)c3)=NO2)CCN(C(=O)C2(C)CC2)CC1 (stereo not drawn)
1,-2,CCOc1ccc(CN(C)C(=O)c2ccc3c(c2)NC(=O)C(C)S3)cc1OC (stereo not drawn)
1,4,Cc1ccc(S(=O)(=O)N2CCOCC2)cc1NC(=O)COC(=O)COc1cccc2c1OC(C)(C)C2
-1,0,Cc1ccc(S(=O)(=O)NCC(=O)OCCOc2ccccc2F)cc1
1,-2,Nc1ccn(CC(=O)NCc2ccc3c(c2)OCO3)c(=O)n1
4,1,CCOC(=O)c1c(C)[nH]c(C(=O)OCC(=O)Nc2cccnc2Cl)c1C
0,0,O=C(NCCS(=O)(=O)NCc1ccccn1)c1ccccc1
3,4,CC(C)(Oc1ccc(Cl)cc1)C(=O)NCC1CCCO1 (stereo not drawn)
-3,-1,COc1ccc(Br)cc1/C=C(\C(=O)O)c1ccc(S(=O)(=O)N2CCCCC2)s1
-3,0,Cc1ccc(C)c(NC(=O)CN(C)C(=O)c2ccc(-n3cncn3)c([N+](=O)[O-])c2)c1
5,3,CN(Cc1ccccc1)C(=O)c1ncn(Cc2ccccc2)c1C(=O)N(C)Cc1ccccc1
2,-4,Nc1c(Cl)cc(Cl)cc1C(=O)OCC(=O)N1CCCC1=O
-2,4,CC(C)c1ccc(C2(C)NC(=O)N(CC(=O)NC3CCCC(C)C3C)C2=O)cc1 (stereo not drawn)
-3,2,CS(=O)(=O)c1ccccc1-c1nnc(NC(=O)c2ccco2)o1
0,2,COc1ccc(C(CNC(=O)c2ccc(-c3nc4ccccc4s3)o2)N2CCCC2)cc1 (stereo not drawn)
0,1,COc1cc(CC(=O)NNC(=O)c2cccs2)cc(OC)c1OC
-2,2,Cc1nc(NC(=O)CSc2nnc(C3CC3)n2N)c(Cl)cc1Cl
0,-2,CCCOc1ccc(C(F)(F)F)cc1NC(=O)C1CC(=O)N(Cc2ccco2)C1 (stereo not drawn)

Whole records as entered above. Order of screens: IDE cell inh | IDE cell activ
`COc1ccc(C(CNC(=O)c2ccc(-c3nc4ccccc4s3)o2)N2CCCC2)cc1` (stereo not drawn) is listed with 0 | 2
`CC(C)c1ccc(C2(C)NC(=O)N(CC(=O)NC3CCCC(C)C3C)C2=O)cc1` (stereo not drawn) is listed with -2 | 4
`CC(C)(Oc1ccc(Cl)cc1)C(=O)NCC1CCCO1` (stereo not drawn) is listed with 3 | 4
`Cc1nc(NC(=O)CSc2nnc(C3CC3)n2N)c(Cl)cc1Cl` is listed with -2 | 2
`COc1ccc(Br)cc1/C=C(\C(=O)O)c1ccc(S(=O)(=O)N2CCCCC2)s1` is listed with -3 | -1

Further structures follow:
IDE cell inh,IDE cell activ,structure
-2,5,COC(=O)c1ccsc1NC(=O)CS(=O)(=O)c1ccccc1
2,-2,O=C(COc1ccc(Oc2ccccc2)cc1)NC1CCS(=O)(=O)C1 (stereo not drawn)
-3,-1,C=CCOc1ccc(/C=C/C(=O)OCC(=O)NCC(=O)Nc2c(C)cc(C)cc2C)cc1
0,-5,CCc1ccc(C(=O)NNC(=O)c2n[nH]c(=O)c3ccccc23)cc1
5,-1,COc1ccc(S(=O)(=O)N2CCOC23CCN(S(=O)(=O)c2cc(C)ccc2C)CC3)cc1
4,1,O=C(NCC1CCCO1)c1cccc(NS(=O)(=O)c2ccc(Br)cc2)c1 (stereo not drawn)
0,-2,N=C(N)c1ccc(N)cc1
-1,1,CCN(C(=O)COC(=O)CCC(=O)c1cccs1)C1CCCCC1
0,2,O=C(CN1CCOCC1)Nc1cccc([N+](=O)[O-])c1
6,5,COc1ccc(CCNC(=O)c2cc(S(=O)(=O)N3CCOCC3)ccc2N2CCCC2)cc1OC
2,1,COc1ccccc1N1CCN(C(=O)c2ccc(-c3nc4ccccc4s3)o2)CC1

Three of the entries above in order of the IDE cell inh value, lowest first:
IDE cell inh,IDE cell activ,structure
-1,1,CCN(C(=O)COC(=O)CCC(=O)c1cccs1)C1CCCCC1
0,-5,CCc1ccc(C(=O)NNC(=O)c2n[nH]c(=O)c3ccccc23)cc1
5,-1,COc1ccc(S(=O)(=O)N2CCOC23CCN(S(=O)(=O)c2cc(C)ccc2C)CC3)cc1

Exported with each value named: 2 of the compounds above.
> COc1ccc(S(=O)(=O)N2CCOC23CCN(S(=O)(=O)c2cc(C)ccc2C)CC3)cc1
  IDE cell inh: 5; IDE cell activ: -1

> O=C(NCC1CCCO1)c1cccc(NS(=O)(=O)c2ccc(Br)cc2)c1 (stereo not drawn)
  IDE cell inh: 4; IDE cell activ: 1

These rows are one share of the data (hit frequency here may not be typical).
